Compound activity from PubChem BioAssay.
ABHD5 PLIN5 PPI: ABHD5-PLIN5 protein interaction inhibition. hit rate 0.78% among 360,000. Q00G26+Q8WTS1. inhibition, % at 4 µM. AID 602281. Split G. princeps luciferase complementation, luminescence, 4 h;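 active means inhibition above the mean inhibition across every tested compound plus 3 SD, cut at about 22% in these data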;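 further: 0% = DMSO only wells and the 100% control is not disclosed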
MC4R antagonist: human MC4R antagonism in cAMP assay; P32245; MC4R-expressing cells, MTII-stimulated cAMP, LANCE TR-FRET; inhibition, % at 6.5 µM; hit rate 0.48% among 360,000;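 active means inhibition above its plate's cutoff, the mean of tested wells on that plate plus 3 SD, cut at about 29% in these data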;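 further: 0% = Melanotan II alone and 100% = Melanotan II plus saturating MCL0020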
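Assay system: human MC4R-expressing U2OS cells; reagent: Melanotan II stimulation of cells; dosing: 6.5 µM single dose; timing: compound 30 min, challenge 1 h, detection 1 h; signal: TR-FRET cAMP assay; replicates: one well per compound, no replicates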
SRC2 inh: human SRC2 (NCOA2) inhibition; Q15596; HEK293 GAL4-SRC2 luciferase reporter, luminescence; inhibition, % at 9 µM; hit rate 0.17% among 370,000; AID 651957;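 active means inhibition above the mean inhibition of all tested compounds plus 3 SD, set per campaign, cut at about 52% in these data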;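 further: 0% = DMSO treated cells and 100% = cells given Gossypol at 36 µM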
Target sequence (Q15596 whole entry, looked up, the tested form may be a part): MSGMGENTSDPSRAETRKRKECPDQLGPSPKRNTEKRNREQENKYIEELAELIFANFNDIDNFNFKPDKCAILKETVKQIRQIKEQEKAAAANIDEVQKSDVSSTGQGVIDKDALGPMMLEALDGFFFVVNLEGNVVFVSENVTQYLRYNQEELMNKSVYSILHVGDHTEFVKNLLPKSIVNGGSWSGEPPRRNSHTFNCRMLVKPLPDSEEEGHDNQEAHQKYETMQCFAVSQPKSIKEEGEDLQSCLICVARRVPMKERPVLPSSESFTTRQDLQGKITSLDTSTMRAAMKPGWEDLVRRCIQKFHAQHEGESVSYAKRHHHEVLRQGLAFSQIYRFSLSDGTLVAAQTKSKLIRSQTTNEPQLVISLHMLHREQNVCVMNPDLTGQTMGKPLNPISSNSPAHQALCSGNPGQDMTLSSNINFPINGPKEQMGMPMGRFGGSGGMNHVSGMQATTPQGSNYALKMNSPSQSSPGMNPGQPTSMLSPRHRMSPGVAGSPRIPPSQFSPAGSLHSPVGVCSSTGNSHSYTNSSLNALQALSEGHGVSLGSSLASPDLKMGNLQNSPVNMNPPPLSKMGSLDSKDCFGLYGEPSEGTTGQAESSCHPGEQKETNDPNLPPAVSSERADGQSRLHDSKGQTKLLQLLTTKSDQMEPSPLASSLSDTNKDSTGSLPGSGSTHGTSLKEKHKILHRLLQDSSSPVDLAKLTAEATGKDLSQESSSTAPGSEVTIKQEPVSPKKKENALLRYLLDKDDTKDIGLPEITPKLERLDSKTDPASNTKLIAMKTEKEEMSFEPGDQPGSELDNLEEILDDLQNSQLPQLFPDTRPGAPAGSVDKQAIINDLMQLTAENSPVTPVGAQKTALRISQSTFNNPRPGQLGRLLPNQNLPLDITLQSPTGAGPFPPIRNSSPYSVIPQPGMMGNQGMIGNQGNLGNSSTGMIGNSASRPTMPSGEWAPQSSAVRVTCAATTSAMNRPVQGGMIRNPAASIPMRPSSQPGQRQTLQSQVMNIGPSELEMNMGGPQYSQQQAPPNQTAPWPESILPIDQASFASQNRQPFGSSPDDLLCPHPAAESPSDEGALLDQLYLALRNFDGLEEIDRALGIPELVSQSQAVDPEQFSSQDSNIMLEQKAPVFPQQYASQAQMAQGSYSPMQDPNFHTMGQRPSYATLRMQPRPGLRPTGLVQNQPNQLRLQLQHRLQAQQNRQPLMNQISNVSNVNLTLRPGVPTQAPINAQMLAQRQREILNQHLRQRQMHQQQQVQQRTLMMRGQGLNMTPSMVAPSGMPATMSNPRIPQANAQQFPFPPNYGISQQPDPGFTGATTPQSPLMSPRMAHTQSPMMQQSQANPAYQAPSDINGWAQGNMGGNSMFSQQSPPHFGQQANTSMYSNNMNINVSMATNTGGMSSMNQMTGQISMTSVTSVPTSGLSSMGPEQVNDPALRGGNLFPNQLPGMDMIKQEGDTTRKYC
NR2F2 inh: blocks human COUP-TFII nuclear receptor; P24468; HEK293T NGFI-A luciferase reporter, luminescence; inhibition, % at 8.6 µM; hit rate 0.7% among 370,000; AID 686940;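 active means inhibition above a per-plate cutoff, mean inhibition of test wells between control levels plus 3 SD, cut at about 38% in these data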;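 further: cells cotransfected with COUP-TFII expression vector driving the NGFI-A reporter; 0% = median of COUP-TF2 test wells and 100% = reporter-only cells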
EBV LMP1 NFkB: reduces LMP1-driven NF-kappaB luciferase signal; LMP1-induced NF-kappaB luciferase reporter cells, luminescence; inhibition, % at 12.5 µM; hit rate 0.69% among 350,000; in the data active means inhibition above about 41%;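 further: 0% = neutral control wells and 100% = reference inhibitor control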
MC4R ag barr: activates human MC4R beta-arrestin recruitment; U2OS MC4R beta-arrestin complementation, luminescence; percent of melanotan II response, DMSO zero; activation, % at 8.9 µM; hit rate 0.98% among 360,000; AID 540308;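 active means activation above a per-plate cutoff, the mean activation of sample wells on that plate plus 3 SD, cut at about 8% in these data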
SRC1 inh: inhibitors of human steroid receptor coactivator 1 (SRC1). inhibition, % at 3.6 µM. HEK293 GAL4-SRC1 luciferase reporter, luminescence. Q15788. hit rate 0.12% among 360,000;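 active means inhibition above the campaign mean plus 3 SD, with each screening campaign given its own cutoff, cut at about 60% in these data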;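 further: 0% = DMSO treated cells and 100% = gossypol at 36 µM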
NOD2 RIPK2 PPI: inhibitors of human NOD2-RIPK2 interaction. CHO BLA complementation NOD2-RIPK2, CCF4 ratio. hit rate 0.38% among 360,000. inhibition, % at 4.98 µM. AID 624267; in the data active means inhibition above about 21%;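 further: 0% = vehicle only and 100% = reference blocker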
NCOA3 inh: human NCOA3 inhibition | HEK293 GAL4-SRC3 luciferase reporter, luminescence | inhibition, % at 3.6 µM | hit rate 0.17% among 360,000 | AID 588352;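 active means inhibition above a per-campaign cutoff, the mean of all compounds plus 3 SD, cut at about 60% in these data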;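 further: 0% = DMSO-treated cells and 100% = gossypol-treated cells at 36 µM; higher means less SRC3-driven luciferase light from the GAL4 reporter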
LRH-1 inv ag: NR5A2 inverse agonism in reporter assay. inhibition, % at 3.6 µM. HEK293T StAR-luciferase reporter, LRH-1 transfected, 24 h. hit rate 0.13% among 360,000. O00482;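 active means inhibition above the mean inhibition of all tested compounds plus 3 SD, cut at about 73% in these data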;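 further: 0% = DMSO wells and 100% = reporter-only cells lacking LRH-1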
TLR9-MyD88 block: inhibitors of human TLR9-MyD88 binding. CHO BLA complementation TLR9-MyD88, CCF4 FRET ratio. Q9NR96+Q99836. inhibition, % at 4.98 µM. hit rate 0.21% among 340,000;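 active means inhibition above the mean over all tested compounds plus 3 SD, cut at about 21% in these data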;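 further: 0% = DMSO only wells and 100% = clavulanate BLA inhibitor control wells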
The depositor's hits bear a star; · = not tested or not shown; & = joins results of further samples. These rows are one share of the data. The share of hits here may be higher or lower than overall.

structure	ABHD5 PLIN5 PPI	MC4R antagonist	SRC2 inh	NR2F2 inh	EBV LMP1 NFkB	MC4R ag barr	SRC1 inh	NOD2 RIPK2 PPI	NCOA3 inh	LRH-1 inv ag	TLR9-MyD88 block
Cc1c(C(=O)O)c(O)cc2c1C(=O)c1c(O)c([C@@H]3O[C@H](CO)[C@@H](O)[C@H](O)[C@H]3O)c(O)c(O)c1C2=O	11.0	-17.6	19.6	15.4	-3.1	-3.2	-2.4	-10.1	7.0	-4.9	-0.6
CC1Cc2ccccc2N1NC(=O)c1ccc(Cl)c(S(N)(=O)=O)c1 (configuration not stated)	-4.6	-5.4	-2.8	-7.1	-3.0	0.9	10.1	-9.1	21.5	-3.7	7.7
COc1ccccc1N1CCN(CCCN=C2CC(=O)N(C)C(=O)N2C)CC1	-1.6	5.0	-32.5	10.9	3.1	1.1	14.0	-4.4	3.8	11.2	4.1
CC1(C)C2CC[C@]3(C)[C@H](C(=O)C=C4[C@@H]5C[C@@](C)(C(=O)O)CC[C@]5(C)CC[C@]43C)[C@@]2(C)CC[C@@H]1O[C@H]1O[C@H](C(=O)O)[C@@H](O)[C@H](O)[C@H]1O[C@@H]1O[C@H](C(=O)O)[C@@H](O)[C@H](O)[C@H]1O (some centres not stated)	-0.9	-11.1	19.5	2.0	·	0.9	-11.2	1.5	-10.2	3.5	·
O=C(O)c1cccnc1Nc1cccc(C(F)(F)F)c1	-7.2	10.9	-15.4	9.6	6.4	1.0	7.9	-10.8	3.2	-1.5	-4.3
N#Cc1ccc(C(c2ccc(C#N)cc2)n2cncn2)cc1	0.2	6.5	-17.2	4.9	·	0.1	8.5	-0.8	-3.8	-0.3	·
COc1ccc(C2CNC(=O)C2)cc1OC1CCCC1 (configuration not stated)	2.5	3.9	-3.9	25.9	4.8	-0.8	-14.8	6.3	-15.7	-21.2	5.8
CCCCCC(=O)O[C@]1(C(C)=O)CC[C@H]2[C@@H]3CCC4=CC(=O)CC[C@]4(C)[C@H]3CC[C@@]21C	2.9	-1.1	12.9	26.2	-0.3	-0.8	5.8	-8.3	-6.9	12.2	-0.5
C=CC[n+]1ccc(/C=C2\C=Cc3cc(C)ccc3N2CC)c2ccccc21	17.7	-23.6	·	·	56.5*	-1.7	51.4	0.4	72.8*	86.0*	1.6
COc1cc([C@@H]2Oc3cc(C4Oc5cc(O)cc(O)c5C(=O)[C@H]4O)ccc3O[C@H]2CO)ccc1O (some centres not stated)	6.3	-1.8	·	·	-6.3	1.3	5.8	-7.7	-14.5	23.5	5.6
CC12CCC(=O)C=C1CCC1C2CCC2(C)C1CCC2(O)C(=O)CO (configuration not stated)	-3.0	1.3	-21.8	-80.7	3.7	0.1	-1.2	-1.9	-14.6	2.5	4.8
Cc1ccc(=O)n(-c2ccccc2)c1	8.2	-13.8	-2.8	7.2	-7.3	-0.7	-13.4	-5.5	-11.7	-16.6	-1.6
COc1ccc(-c2cc(=O)c3c(O)cc(O[C@@H]4O[C@H](CO[C@@H]5O[C@@H](C)[C@H](O)[C@@H](O)[C@H]5O)[C@@H](O)[C@H](O)[C@H]4O)cc3o2)cc1O	-6.0	0.8	-5.3	-6.0	-3.2	0.8	0.2	1.4	-3.0	-9.8	-0.3
Oc1ccc(C2CNCCc3c2cc(O)c(O)c3Cl)cc1 (configuration not stated)	2.1&-5.8	15.1&-14.0	9.0&-5.3	-3.1&6.4	-8.4&-0.8	0.1&0.3	0.3&-6.8	-10.4&-13.0	-4.0&-4.4	12.5&-4.4	-0.3&-7.4
CCN(CC)CCOC(=O)c1ccc(N)cc1	-1.1	-6.7	-29.8	1.2	0.6	0.1	-12.9	2.3	-18.2	0.1	10.8
COC(=O)C1=CO[C@@H](O[C@@H]2O[C@H](CO)[C@@H](O)[C@H](O)[C@H]2O)C2C1C[C@H](O)[C@@H]2C (some centres not stated)	-1.3	4.2	-7.8	-6.4	-11.3	0.2	2.1	4.7	-11.6	20.2	-7.5
COc1ccc(-c2cc(=O)c3c(O)cc(OC4OC(COC5OC(C)C(O)C(O)C5O)C(O)C(O)C4O)cc3o2)cc1O (configuration not stated)	-2.6	-6.1	-5.8	15.8	1.0	-1.0	-8.3	-2.0	9.1	5.1	2.4
NC(N)=O	4.9	10.3	·	·	·	-1.2	9.8	-4.6	11.0	10.6	·
COc1ccc(C[C@H]2COC(=O)[C@@H]2Cc2ccc(OC3OC(CO)C(O)C(O)C3O)c(OC)c2)cc1OC (some centres not stated)	-6.2	13.7	·	·	1.6	0.4	27.9	5.0	22.8	31.8	2.8
NOCC(=O)O	-6.6	6.1	-25.8	2.7	-0.1	0.0	4.5	-13.5	3.4	-12.6	-13.8
Cc1cncn1CCc1nc2c3ccccc3nc(SCC(=O)Nc3cccc(Cl)c3)n2n1	14.3	10.7	-6.6	-3.7	5.1	2.2	9.5	5.3	15.2	-14.0	-10.5
Oc1cc2c(cc1O)[C@H]1c3ccc(O)c(O)c3OC[C@@]1(O)C2	10.4	-4.1	5.0	-23.9	7.6	-3.1	-6.5	9.1	9.1	-16.1	4.2
CCC(NC(C)C)C(O)c1ccc(O)c2[nH]c(=O)ccc12 (configuration not stated)	-4.3	-0.1	·	·	74.1*	0.5	-18.7	-5.3	-8.6	9.7	8.9
COc1cc(-c2oc3cc(O)cc(O)c3c(=O)c2O[C@@H]2O[C@H](COC3O[C@@H](C)[C@H](O)[C@@H](O)[C@H]3O)[C@@H](O)[C@H](O)[C@H]2O)ccc1O (some centres not stated)	0.2	-3.4	24.3	8.0	3.2	-2.0	6.3	-10.8	-19.6	-3.5	-3.3
O=C(O)CCC(=O)c1ccc(-c2ccccc2)cc1	1.1	-2.0	-52.8	-0.7	-12.7	0.2	-64.7	-0.9	-18.2	-23.9	-4.2

EBV LMP1 NFkB: entries above that show a hit
structure	ABHD5 PLIN5 PPI	MC4R antagonist	SRC2 inh	NR2F2 inh	EBV LMP1 NFkB	MC4R ag barr	SRC1 inh	NOD2 RIPK2 PPI	NCOA3 inh	LRH-1 inv ag	TLR9-MyD88 block
C=CC[n+]1ccc(/C=C2\C=Cc3cc(C)ccc3N2CC)c2ccccc21	17.7	-23.6	·	·	56.5*	-1.7	51.4	0.4	72.8*	86.0*	1.6
CCC(NC(C)C)C(O)c1ccc(O)c2[nH]c(=O)ccc12 (configuration not stated)	-4.3	-0.1	·	·	74.1*	0.5	-18.7	-5.3	-8.6	9.7	8.9

Later entries.
canonical_smiles | ABHD5 PLIN5 PPI | MC4R antagonist | SRC2 inh | NR2F2 inh | EBV LMP1 NFkB | MC4R ag barr | SRC1 inh | NOD2 RIPK2 PPI | NCOA3 inh | LRH-1 inv ag | TLR9-MyD88 block
C/C=C(/C)C(=O)OC(C)(C)[C@@H]1Cc2c(ccc3ccc(=O)oc23)O1 | -5.7 | -2.8 | 11.7 | -12.5 | 4.4 | 1.8 | 7.8 | 2.8 | 8.6 | -16.0 | -3.8
C[N+]1(C)CCC(=C(c2ccccc2)c2ccccc2)CC1 | 4.5 | 0.9 | -19.4 | 1.6 | 0.8 | -0.3 | 9.6 | -1.5 | -5.6 | 6.1 | 1.3
CC1(C)O[C@H]2CC(=O)OC[C@@]23C1CC(=O)[C@]1(C)C3CC[C@@]2(C)[C@H](c3ccoc3)OC(=O)[C@H]3O[C@]321 (some centres not stated) | 3.4 | 9.9 | -11.1 | 0.5 | -0.6 | -1.7 | -3.2 | -4.6 | 9.2 | 4.1 | -3.6
CC(C)=CCOc1c2ccoc2cc2oc(=O)ccc12 | -1.5 | 1.0 | -18.7 | 16.2 | 2.3 | 0.1 | -1.8 | -6.6 | 6.0 | -9.4 | 6.1
CCOC(=O)[C@H](CCc1ccccc1)N[C@@H](C)C(=O)N1Cc2ccccc2C[C@H]1C(=O)O | -2.6 | -3.1 | 21.6 | 3.3 | -5.4 | -1.4 | -0.5 | 8.2 | -3.3 | -9.0 | -10.6
N[C@@H](Cc1c[nH]c2ccc(O)cc12)C(=O)O | 0.5 | -1.1 | 4.8 | -0.5 | -17.0 | -0.7 | -3.5 | -10.7 | -5.7 | 26.4 | -2.2
Oc1ccc2c(c1)OCC1(O)Cc3cc(O)c(O)cc3C21 (configuration not stated) | 8.9 | 13.8 | -8.0 | -1.0 | 4.3 | -1.1 | 1.6 | 7.8 | 16.4 | 31.3 | -0.2
C1COC(NC(C2CC2)C2CC2)=N1 | 3.0 | 4.7 | -2.0 | 6.5 | -2.5 | -1.9 | -13.8 | -4.9 | -1.7 | -17.9 | -1.9
CN1CCCN=C1COC(=O)C(O)(c1ccccc1)C1CCCCC1 (configuration not stated) | -3.7 | 5.0 | 13.0 | 6.7 | -7.4 | -0.1 | 4.7 | -11.1 | 1.1 | -15.0 | 6.2
NC1CCN(c2nc3c(cc2F)c(=O)c(C(=O)O)cn3-c2ccc(F)cc2F)C1 (configuration not stated) | -1.6 | -3.0 | -14.5 | -7.8 | -2.1 | -1.4 | -1.1 | -6.4 | -24.3 | 0.2 | 10.2
C/C=C/C(=O)N(CC)c1ccccc1C | 4.9 | 12.8 | 1.3 | 7.8 | 2.6 | 0.5 | -3.4 | -13.7 | 10.4 | -6.7 | -4.7
O=c1oc2c(O)c(O)cc3c(=O)oc4c(O)c(O)cc1c4c23 | 4.9 | -1.7 | · | · | -3.0 | 0.0 | 11.0 | 3.4 | 4.3 | 10.8 | 3.6
Cc1cccc2c1NC(=O)C2(c1ccc(O)cc1)c1ccc(O)cc1 | 19.7 | -18.0 | -12.4 | -16.9 | -0.1 | 86.8* | 23.6 | -0.6 | 12.3 | 3.8 | 4.2
CCCCNc1ccc(C(=O)OCCN(C)C)cc1 | 0.5 | 2.4 | -26.1 | -15.9 | -9.7 | -0.5 | -13.0 | -15.8 | -6.3 | 11.2 | 11.1
CC(=O)Nc1ccc(CC(=O)O)cc1 | -2.9 | -4.0 | -22.1 | 9.5 | 5.8 | 0.4 | 0.1 | -11.1 | -4.4 | 22.8 | 5.2

2 neighbouring entries out of the list so far, for reference:
canonical_smiles | ABHD5 PLIN5 PPI | MC4R antagonist | SRC2 inh | NR2F2 inh | EBV LMP1 NFkB | MC4R ag barr | SRC1 inh | NOD2 RIPK2 PPI | NCOA3 inh | LRH-1 inv ag | TLR9-MyD88 block
CCCCNc1ccc(C(=O)OCCN(C)C)cc1 | 0.5 | 2.4 | -26.1 | -15.9 | -9.7 | -0.5 | -13.0 | -15.8 | -6.3 | 11.2 | 11.1
CC(=O)Nc1ccc(CC(=O)O)cc1 | -2.9 | -4.0 | -22.1 | 9.5 | 5.8 | 0.4 | 0.1 | -11.1 | -4.4 | 22.8 | 5.2
